LYPLA2 inh – counter-screen for PME1 inhibitors: inhibitors of human LYPLA2 | recombinant LYPLA2, FP-Rh probe fluorescence polarization | inhibition, % at 5.9 µM | 320,000 tested, 0.38% active;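 active = inhibition above the screen-wide mean plus 3 SD, limit set per campaign, cut at about 26% in these data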;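 note: 0% = LYPLA2 with DMSO and 100% = wells lacking LYPLA2 enzyme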
Target sequence (O95372 whole entry, looked up): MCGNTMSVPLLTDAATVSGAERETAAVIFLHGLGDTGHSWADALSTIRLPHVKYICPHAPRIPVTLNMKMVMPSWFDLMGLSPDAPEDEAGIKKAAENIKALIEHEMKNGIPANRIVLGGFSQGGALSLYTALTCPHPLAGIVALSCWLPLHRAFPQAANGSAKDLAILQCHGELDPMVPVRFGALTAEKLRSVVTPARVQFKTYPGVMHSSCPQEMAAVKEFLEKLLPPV
LYPLA1 inh – counter-screen for PME1 inhibitors: inhibitors of human LYPLA1. recombinant LYPLA1, FP-Rh probe fluorescence polarization. O75608. AID 2174. 320,000 tested, 0.16% active. inhibition, % at 5.9 µM;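 active = inhibition above the mean of all tested compounds plus 3 SD, set per campaign, cut at about 14% in these data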;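 note: inhibitors block serine hydrolase probe labeling of LYPLA1 so polarization falls; 0% = enzyme with DMSO and 100% = wells lacking LYPLA1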
pPAFAH inh – inhibitors of human plasma PAF acetylhydrolase (pPAFAH); inhibition, % at 3.39 µM; 330,000 tested, 1.5% active; recombinant pPAFAH, FP-rhodamine probe fluorescence polarization; Q13093;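 active = inhibition above the mean inhibition across the screen plus 3 SD, cut at about 25% in these data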;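 note: inhibitors block binding of the rhodamine activity-based probe so polarization drops; 0% = enzyme with DMSO and 100% = wells lacking pPAFAH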
Target sequence (Q13093 whole entry, looked up): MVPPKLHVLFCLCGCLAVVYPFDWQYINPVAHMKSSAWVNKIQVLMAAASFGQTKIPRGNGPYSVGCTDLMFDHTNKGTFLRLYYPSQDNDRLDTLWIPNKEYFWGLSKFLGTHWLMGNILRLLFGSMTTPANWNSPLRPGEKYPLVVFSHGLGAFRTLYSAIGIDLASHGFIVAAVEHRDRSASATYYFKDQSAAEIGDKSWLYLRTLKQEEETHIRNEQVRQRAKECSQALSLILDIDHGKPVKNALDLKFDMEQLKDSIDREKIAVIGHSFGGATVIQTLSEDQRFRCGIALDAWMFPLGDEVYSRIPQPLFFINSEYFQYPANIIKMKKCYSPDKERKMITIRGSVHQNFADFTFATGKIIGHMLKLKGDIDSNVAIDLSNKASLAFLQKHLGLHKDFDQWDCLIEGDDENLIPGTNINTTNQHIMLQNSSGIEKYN
PAFAH2 FP inh – inhibitors of human PAFAH2; recombinant PAFAH2, FP-rhodamine activity probe, fluorescence polarization; Q99487; inhibition, % at 3.39 µM; 340,000 tested, 0.99% active;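 active = inhibition above the mean over all tested compounds plus 3 SD, cut at about 30% in these data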;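 note: inhibitors block probe labeling of enzyme so polarization drops; 0% = enzyme with DMSO and 100% = wells lacking PAFAH2 protein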
PREPL inhibitor – human PREPL enzyme inhibition; Q4J6C6; recombinant PREPL, fluorescence polarization activity-based probe; inhibition, % at 5.96 µM; 320,000 tested, 0.68% active; in the data active = inhibition above about 43%;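 note: 0% = enzyme with DMSO and 100% = wells lacking enzyme; many of its hits are not listed in these tables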
EBNA-1 inh – blocks EBNA-1 binding to DNA; AID 1950; EBNA-1 DNA binding, fluorescence polarization; 300,000 tested, 0.34% active; inhibition, % at 14.8 µM; in the data active = inhibition above about 28%
PAFAH1B3 FP inh – inhibitors of human PAFAH1B3; Q15102; recombinant PAFAH1B3, FP-rhodamine probe, fluorescence polarization; inhibition, % at 3.39 µM; 340,000 tested, 0.28% active; AID 492972;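 active = inhibition above the screen-wide average of all tested compounds plus 3 SD, cut at about 25% in these data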;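 note: 0% = enzyme with DMSO only and 100% = wells lacking PAFAH1B3 protein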
Target sequence (Q15102 whole entry, looked up): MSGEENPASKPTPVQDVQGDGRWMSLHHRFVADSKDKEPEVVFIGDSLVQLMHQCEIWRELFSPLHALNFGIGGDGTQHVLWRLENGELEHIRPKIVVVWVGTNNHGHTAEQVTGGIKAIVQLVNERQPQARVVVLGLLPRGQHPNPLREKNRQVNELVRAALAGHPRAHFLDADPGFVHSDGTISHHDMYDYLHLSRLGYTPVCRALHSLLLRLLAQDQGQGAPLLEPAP
PAFAH1B2 inh – inhibitors of human PAFAH1B2; AID 492953; recombinant PAFAH1B2, FP-rhodamine activity probe, fluorescence polarization; 340,000 tested, 1.2% active; P68402; inhibition, % at 3.39 µM;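 active = inhibition above the mean of all tested compounds plus 3 SD, cut at about 24% in these data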;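 note: 0% = enzyme with DMSO and 100% = wells lacking PAFAH1B2; many of its hits are not listed in these tables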
ZTA counter – counter-screen for EBNA-1 inhibitors: inhibitors of Epstein-Barr virus ZTA | 320,000 tested, 0.15% active | inhibition, % at 11 µM | ZTA-DNA binding, fluorescence polarization | P03206; in the data active = inhibition above about 33%
The depositor's hits bear a star; nt = not tested or not shown; & = joins results of further samples. Some of the compounds tested. The share of hits here may be higher or lower than overall.

molecule	LYPLA2 inh	LYPLA1 inh	pPAFAH inh	PAFAH2 FP inh	PREPL inhibitor	EBNA-1 inh	PAFAH1B3 FP inh	PAFAH1B2 inh	ZTA counter
CN(Cc1ccccc1)C1CCCN(C(=O)c2ccc(Cl)s2)C1 (stereo not given)	0	-1	3	8	-2	8	4	2	27
Cc1ccc(C(=O)Nc2cccc(NC(=O)c3ccc(C)c([N+](=O)[O-])c3)n2)cc1[N+](=O)[O-]	-56	-31	2	-34	-7	15	-32	-22	-3
O=C(NCCNC(=O)c1ccccn1)c1ccc(Cl)cc1	1	2	-1	-14	-16	0	3	4	2
Cc1cc(NC(=O)COC(=O)C2CC(=O)N(c3ccc(Br)cc3)C2)no1 (stereo not given)	2	1	9	-5	0	11	7	0	2
CCn1c(=S)[nH]c2cc(Cl)ccc21	-2	-1	0	-2	-4	-4	0	8	3
CCN(CC)S(=O)(=O)c1cccc(NC2=NCC(C)S2)c1 (stereo not given)	0	1	2	1	6	-5	3	2	-3
CC(C)C(OC(=O)c1cccs1)C(=O)NCc1cccs1 (stereo not given)	-2	-1	-1	-2	-8	5	5	4	8
COc1ccc(OCc2cc(C(=O)O)c(C)o2)cc1	3	-1	-5	nt	-2	0	nt	nt	-5
Cc1cc2cc(CNC(=O)C3CC3)ccc2n1C	5	1	-1	-4	6	-5	-3	1	0
CCCCn1c(=O)c2c(O)cc(=O)oc2c2ccccc21	-6	-4	-6	4	-3	-10	-2	5	8

Complete entries from above:
Entry for CCCCn1c(=O)c2c(O)cc(=O)oc2c2ccccc21 = LYPLA2 inh: -6; LYPLA1 inh: -4; pPAFAH inh: -6; PAFAH2 FP inh: 4; PREPL inhibitor: -3; EBNA-1 inh: -10; PAFAH1B3 FP inh: -2; PAFAH1B2 inh: 5; ZTA counter: 8
Entry for Cc1cc(NC(=O)COC(=O)C2CC(=O)N(c3ccc(Br)cc3)C2)no1 (stereo not given) = LYPLA2 inh: 2; LYPLA1 inh: 1; pPAFAH inh: 9; PAFAH2 FP inh: -5; PREPL inhibitor: 0; EBNA-1 inh: 11; PAFAH1B3 FP inh: 7; PAFAH1B2 inh: 0; ZTA counter: 2

Other records:
molecule	LYPLA2 inh	LYPLA1 inh	pPAFAH inh	PAFAH2 FP inh	PREPL inhibitor	EBNA-1 inh	PAFAH1B3 FP inh	PAFAH1B2 inh	ZTA counter
CCc1cccc(NS(=O)(=O)c2ccc3c(c2)CCC(=O)N3)c1	-9	-5	9	3	-5	-2	4	-1	-1
O=C(NCc1ccccc1)NC1(C(=O)N2CCN(c3ccccc3)CC2)CCCCC1	1	2	1	6	0	5	3	7	10
Cc1ccc2oc(=O)n(CC(=O)OC(C)C)c2c1	7	-2	1	10	10	5	10	2	2
O=C(Nc1nc2ccccc2s1)c1ccc(N2CCCCC2)c([N+](=O)[O-])c1	-15	-12	-4	-4	14	6	12	4	12
COCCNC(=S)N/N=C(\C)c1ccccc1F	3	-2	0	4	15	-1	6	3	-13
O=C(NNS(=O)(=O)c1ccc(F)cc1F)c1csc(-c2cccnc2)n1	5	-2	-8	5	-12	0	-3	7	4
Cn1nnnc1SCc1nc2ccccc2[nH]1	2	1	-1	1	11	4	-4	2	15
Cc1ccc2c(CC(=O)NC3CCS(=O)(=O)C3)coc2c1C (stereo not given)	1	1	3	5	21	-10	6	4	-15
COc1cccc(OC)c1C(=O)NCCc1ccccc1	5	5	-2	1	-1	-10	3	2	-14
CCN(CC)S(=O)(=O)c1ccc(C(=O)NCC2(N3CCOCC3)CCCCC2)cc1	1	-2	-1	7	14	nt	5	7	-5
CCN(CC)CCNC(=O)Cc1nn(CC)c(=O)c2ccccc12	-2	0	2	2	-4	10	12	1	-4
O=C(Nc1nc2ccc(F)cc2s1)C1CC(=O)N(c2ccc3c(c2)OCCO3)C1 (stereo not given)	6	-6	10	3	26	nt	5	4	-11
O=C(Cc1coc2cc3c(cc12)CCC3)OCC(=O)N1CCCC1=O	6	4	2	8	13	1	2	4	-5
O=C(CSc1nnc(-c2cccnc2)n1Cc1ccco1)c1ccc(Br)cc1	8	2	1	-7	8	1	5	8	-9
COc1cc2c3c(c1OC)C1(C=CC(=O)C=C1)CC3N(C(C)=O)CC2 (stereo not given)	9	0	6	1	5	-1	-6	-2	1
CCOc1ccc2nc(SCC(=O)NCC3CCCO3)c(C#N)cc2c1 (stereo not given)	6	3	4	2	3	0	6	7	0
CC(C)(C)C(=O)Oc1cc(N)n(S(=O)(=O)c2ccc(F)cc2)n1	-7	-6	-1	-11	-2	-1	-2	9	13
CCN(CC)C1CCN(C(=O)c2cc(COc3ccccc3SC)on2)C1 (stereo not given)	8	4	6	-1	3	5	4	2	0
CCC(c1nnnn1C(C)(C)CC)N(CCCO)Cc1cc2cccc(C)c2[nH]c1=O (stereo not given)	-8	-1	3	9	20	2	1	3	13
CNc1nc(C)c(C(C)(C)C)s1	-4	2	-3	-4	0	-5	5	-1	9
CC1c2nc3ccccc3n2C(CC(=O)NCCCN2CCOCC2)C(=O)N1Cc1ccccc1 (stereo not given)	0	1	3	4	5	3	9	6	4
COc1ccccc1CNC(=O)Cn1cnnn1	0	-1	5	1	-1	-8	8	2	3
C=CCN1C(=O)C(Cc2cccc(Cl)c2)SC1=Nc1ccc(C(=O)O)cc1 (stereo not given)	2	0	0	-2	-12	4	6	11	-6
COc1ccc(-c2oc3ncnc(N)c3c2-c2ccccc2)cc1	0	4	4	-3	-1	-5	0	3	-13
CC(Cl)C(=O)c1c[nH]c2ccccc12 (stereo not given)	-4	0	5	7	-7	-5	9	-2	6
Cc1ccc(OCC(O)CN2CCN(Cc3ccc4c(c3)OCO4)CC2)c(C)c1 (stereo not given)	4	-2	-1	9&0	-8	-12	5&-3	5&-4	8
CCc1cccc2c(=O)c(C(=O)N3CCCCCC3)c[nH]c12	0	-3	-3	-9	5	-4	15	0	0
CC(CCc1ccco1)NC(=O)CCc1nnc2ccc(NCc3ccccc3)nn12 (stereo not given)	-5	-4	3	2	-2	3	-2	2	2
COc1ccc(NC(=O)/C=C/C(=O)O)cc1Cl	10	0	0	2	0	-7	3	2	4
COc1cc(NC(=O)c2csc3c2CCCC3)ncn1	2	-2	-2	-6	-7	3	4	2	-12
CCN(C(=O)CN1CCN(c2ccccc2)CC1)c1c(N)n(Cc2ccccc2)c(=O)[nH]c1=O	3	3	0	0	0	1	3	1	1
CC(=O)Nc1ccc(S(=O)(=O)Nc2nc3ccccc3nc2Nc2ccccc2)cc1	7	2	21	9	20	0	6	9	-32
O=C(CNC(=O)OCc1ccccc1)Oc1cc2oc(=O)cc(-c3ccccc3)c2cc1Cl	5	2	-2	-3	8	-10	1	46*	2
CC1=NN(c2ccccc2)C(=O)/C1=C\C=C\c1ccccc1	3	0	7	nt	7	-3	nt	nt	17
CCC(C)NC(=O)CN1c2cccc3cccc(c23)S1(=O)=O (stereo not given)	7	-2	5	0	7	7	6	2	6
CCCn1c(NC(=O)c2ccco2)nc2ccccc21	3	-2	4	-2	-5	6	9	4	10
Cc1ccc(-c2cc(C(=O)Nc3ccc(S(=O)(=O)Nc4onc(C)c4C)cc3)c3ccccc3n2)cc1	10	2	17	7	1	-4	11	7	0
COC(=O)c1ccccc1NC(=O)NN1CCN(C)CC1	3	5	5	0	3	5	8	4	3
COc1ccc(-c2csc3ncnc(N4CCN(c5ccccc5Cl)CC4)c23)cc1	-8	-2	0	-8	-6	0	7	-3	6
CCN1CCN(C(C)C(=O)Nc2c(C)n(C)n(-c3ccccc3)c2=O)CC1 (stereo not given)	0	-3	6	4	2	2	5	0	-2
CCOC(=O)NC(=O)CSc1ccc(S(=O)(=O)N2CCCCC2)cn1	nt	nt	5	-5	2	nt	4	8	nt
O=c1oc2ccccc2n1Cc1ccccc1Cl	5	0	3	6	-7	2	3	8	-5
CN1CCN(C(=O)C2=C[C@@H](C3CCCCC3)C[C@@H](OCc3ccc(CO)cc3)O2)CC1	4	1	6	6	10	-2	4	3	13
Cc1ccc(CN2CCC(Oc3cccc(C(=O)NCc4cccnc4)c3)CC2)o1	7	-1	7	-4	2	-1	3	2	-5
Cc1ccc(NC(=O)C2CCCCC2C(=O)O)cc1C (stereo not given)	6	2	2	1	18	-5	8	6	-12
COc1cc2c(cc1OC)C(c1ccc(O)cc1)NCC2 (stereo not given)	5	-1	9	6	-6	4	17	3	7
COC(=O)COc1ccc(S(=O)(=O)N2CCN(c3ccccc3F)CC2)cc1C	-1	-1	1	0	-34	-14	-5	0	-9
CCCNC(=O)NS(=O)(=O)c1cnccc1Sc1ccc(Cl)cc1	0	2	0	-3	10	1	4	-3	-7
O=C(NNC(=S)NC(=O)c1ccccc1Cl)c1cccc([N+](=O)[O-])c1	2	2	3	-8	-2	-5	-1	1	-17
COc1ccc(OC)c(-c2cc(C(=O)Nc3ccccc3C(N)=O)c3ccccc3n2)c1	-15	-7	-15	nt	15	7	nt	nt	-3

(continued)
molecule	LYPLA2 inh	LYPLA1 inh	pPAFAH inh	PAFAH2 FP inh	PREPL inhibitor	EBNA-1 inh	PAFAH1B3 FP inh	PAFAH1B2 inh	ZTA counter
O=C(COc1ccc(Cl)cc1)NCc1nnc(SCC(=O)Nc2ccccc2)o1	2	3	1	1	-30	-12	-2	7	-11
CC(NC(=O)Nc1ccc([N+](=O)[O-])cc1)C(c1ccccc1)N1CCOCC1 (stereo not given)	0	0	3	nt	15	0	nt	nt	10
Cc1cccc(NCc2nc(SCC(N)=O)n[nH]2)c1	-3	-1	-5	-1	10	-16	2	-1	-11
COc1ccc2ccc(C(C)(C(C)=O)C(=O)OC(C)C)cc2c1 (stereo not given)	-13	-3	-6	5	3	nt	-6	9	-6
O=C(c1cnc(N2CCN(c3ncccn3)CC2)c2ccccc12)N1CCN(c2ccccn2)CC1	1	0	9	-2	2	-14	1	3	3
CCOC(=O)c1oc2ccccc2c1CN1CCN(c2ccccc2)CC1	3	0	-2	2	-1	2	6	0	11
CN1CCCC(OC(=O)c2cccc(Br)c2)C1 (stereo not given)	1	-3	4	-1	9	-3	4	5	4
CC(O)c1n(C)c(Cl)c[n+]1C (stereo not given)	2	2	5	6	2	10	4	-1	-2
CCCCn1c(N)c(Br)c(=O)[nH]c1=O	-3	-2	3	2	17	-7	6	1	-15
CC(Sc1ncn[nH]1)C(=O)c1c(N)n(C)c(=O)n(C)c1=O (stereo not given)	-2	0	-3	5	2	nt	8	-5	-5
CN(C)c1ccc(C(C(=O)NC2CCCCC2)N(Cc2ccco2)C(=O)c2snc(C(N)=O)c2N)cc1 (stereo not given)	-7	-7	9	9	3	-7	1	8	-8
Cc1c(C(=O)NC(C(C)C)C(C)C)cccc1[N+](=O)[O-]	8	4	0	8	-1	10	2	-3	3
CC(=O)Nc1cc(C(C)(C)C)c(O)c(C(C)(C)C)c1	1	-1	2	-4	-2	3	2	6	-15
Cc1cc(Cl)ccc1OCC(=O)NCC(c1cccs1)N1CCOCC1 (stereo not given)	7	-1	1	-4	16	12	0	3	5
C[C@@H](NC(=O)[C@@H]1Cc2ccccc2CN1C(=O)OC(C)(C)C)C(=O)NC1CCCCC1	5	0	4	3	20	9	8	5	0
COc1ccc(S(=O)(=O)N2CCCCCC2)cc1C(=O)N1CCCC(C(F)(F)F)C1 (stereo not given)	-1	-4	2	0	-1	-4	2	5	6
COc1cccc(-c2ccc3ncnc(NCc4cccs4)c3c2)c1	-20	-14	6	-15	14	nt	9	-4	-18
COC(=O)c1c(NC(C)=O)sc(C)c1C	2	4	1	0	15	9	6	-3	-6
CCOCc1nnc(NC(=O)c2ccc(NC(C)=O)cc2)s1	-5	-2	0	1	-14	9	3	-1	9
N#CCCN(C(=O)COC(=O)CCC(=O)c1cccs1)c1ccccc1	nt	nt	3	3	10	nt	1	6	nt

Source: PubChem
